# High-throughput results deposited in PubChem by several laboratories.
# DDE Tn7 FP inh – inhibitors of Tn7 peptide binding to fibrin DD(E), primary screen, biochemical, fluorescence polarization, human fibrin, Tn7 probe; AID 720508, 2013; FP displacement of FITC-Tn7 peptide from fibrin DD(E); 0% = median of compound wells per plate; 370,000 compounds, 0.13% hits; inhibition, % at 8.3 µM;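 active = inhibition above the mean of compounds falling within the control limits plus 3 SD of them, cut at about 14% in these data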;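 note: 0% = plate median of compound wells and 100% = 10 µM Aha-Tn7 peptide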
# Target sequence (P02675 whole entry, looked up): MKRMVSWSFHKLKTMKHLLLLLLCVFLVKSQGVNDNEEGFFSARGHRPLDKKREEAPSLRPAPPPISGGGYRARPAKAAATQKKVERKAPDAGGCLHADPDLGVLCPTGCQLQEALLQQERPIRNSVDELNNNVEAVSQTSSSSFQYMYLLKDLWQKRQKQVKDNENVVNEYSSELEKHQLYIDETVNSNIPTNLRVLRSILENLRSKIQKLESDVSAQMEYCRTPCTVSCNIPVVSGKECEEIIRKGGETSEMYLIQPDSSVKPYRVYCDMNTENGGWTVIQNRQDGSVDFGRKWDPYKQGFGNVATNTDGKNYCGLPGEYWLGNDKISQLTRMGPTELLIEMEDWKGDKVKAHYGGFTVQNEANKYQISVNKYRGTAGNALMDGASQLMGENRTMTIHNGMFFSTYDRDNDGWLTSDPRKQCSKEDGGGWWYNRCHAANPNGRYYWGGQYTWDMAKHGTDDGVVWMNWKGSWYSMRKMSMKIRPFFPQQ
#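 Assay system: Human clot-derived fibrin DD(E) complex | Buffer or medium: Tris/NaCl/CaCl2 buffer, pH 7.8 | Repeats: One replicate per compound | Benchmarks: Aha-Tn7 high control | Measure: % inhibition scaled between sample-field median and high-control FP | Schedule: 10 min plus 3 h, room temperature | Signal: Fluorescence polarization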
# PLCb3 inh – human PLC-beta3 inhibitors, primary screen, biochemical, fluorescence; 1-phosphatidylinositol 4,5-bisphosphate phosphodiesterase beta-3 (Homo sapiens), Q01970; Purified PLC-beta3, fluorogenic substrate; inhibition, % at 12.2 µM; 370,000 compounds, 0.18% hits; AID 720704, 2013; in the data active = inhibition above about 11%;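 note: 0% = median of compound wells on plate and 100% = full blocker control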
# DDE Tn6 FP inh – inhibitors of Tn6 peptide binding to fibrin DD(E), primary screen, biochemical, fluorescence polarization, human fibrin, Tn6 probe. Fibrinogen beta chain (Homo sapiens), P02675. Fibrin DD(E) TRITC-Tn6 fluorescence polarization displacement. inhibition, % at 8.3 µM. 370,000 compounds, 0.21% hits. AID 720509, 2013;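 active = inhibition above a per-campaign cutoff: mean of compounds within control limits plus 3 SD, cut at about 15% in these data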;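 note: 0% = median of all compound wells on the plate and 100% = blocking peptide control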
# proKLK7 act – proKLK7 zymogen activators, primary screen, biochemical, fluorescence intensity | Kallikrein-7 (Homo sapiens), P49862 | purified proKLK7, EDANS-DABCYL substrate fluorescence; 100% is mature enzyme control, 0% vehicle | activation, % at 7 µM | 370,000 compounds, 0.9% hits | AID 652039, 2013;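 active = activation above the mean of all tested compounds plus 3 SD, computed per campaign excluding outliers beyond control limits, cut at about 13% in these data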
# ASAP1 inh – inhibitors of human ASAP1 ArfGAP activity, primary screen, biochemical, fluorescence polarization; Arf-GAP with SH3 domain, ANK repeat and PH domain-containing protein 1 (Homo sapiens), …; ASAP1-stimulated ARF1 GTP hydrolysis, GDP FP detection; inhibition, % at 16.5 µM; 360,000 compounds, 0.19% hits; AID 624377, 2012; in the data active = inhibition above about 25%;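 note: 0% = vehicle with enzyme and substrate and 100% = no enzyme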
# PLCg1 inh – PLC-gamma1 enzyme inhibitors, primary screen, biochemical, fluorescence, purified enzyme; inhibition, % at 12.2 µM; 370,000 compounds, 0.84% hits; fluorogenic substrate; in the data active = inhibition above about 9.5%
# HGIII-sPLA2 inh – human group III sPLA2 inhibitors, primary screen, biochemical, QFRET, BODIPY PC-A2 liposome substrate; Group 3 secretory phospholipase A2 (Homo sapiens), Q9NZ20; QFRET BODIPY PC-A2 liposome hydrolysis, fluorescence; inhibition, % at 12.2 µM; 370,000 compounds, 0.56% hits;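 active = inhibition above mean plus 3 SD of compounds lying within the high and low control bounds, cut at about 19% in these data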;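 note: 0% = median of test compound wells and 100% = no enzyme DMSO wells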
# Target sequence (Q9NZ20 whole entry, looked up): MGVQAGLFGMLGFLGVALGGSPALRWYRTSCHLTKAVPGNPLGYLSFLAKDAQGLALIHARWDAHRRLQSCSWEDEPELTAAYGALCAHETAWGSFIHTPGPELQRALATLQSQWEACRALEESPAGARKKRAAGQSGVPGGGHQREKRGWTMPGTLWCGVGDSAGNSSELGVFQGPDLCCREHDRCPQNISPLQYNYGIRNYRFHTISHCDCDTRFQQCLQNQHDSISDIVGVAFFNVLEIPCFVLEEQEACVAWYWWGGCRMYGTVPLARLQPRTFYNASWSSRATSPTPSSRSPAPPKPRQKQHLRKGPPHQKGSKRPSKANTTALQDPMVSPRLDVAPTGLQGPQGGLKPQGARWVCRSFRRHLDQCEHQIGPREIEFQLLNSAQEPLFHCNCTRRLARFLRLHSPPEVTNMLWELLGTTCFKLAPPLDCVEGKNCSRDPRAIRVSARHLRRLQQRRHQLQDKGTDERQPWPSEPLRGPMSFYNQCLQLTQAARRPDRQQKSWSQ
# ARFGAP1 inhibitor – inhibitors of rat ARFGAP1 GAP activity, primary screen, biochemical, fluorescence polarization, GDP tracer; ADP-ribosylation factor GTPase-activating protein 1 (Rattus norvegicus), Q62848; Arfgap1-stimulated ARF1 GTP hydrolysis, GDP FP detection; inhibition, % at 16.5 µM; 360,000 compounds, 0.26% hits; AID 651572, 2012;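 active = inhibition above a per-plate limit, mean inhibition of low control wells plus 3 SD, cut at about 25% in these data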;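 note: 0% = DMSO wells with enzyme and 100% = wells lacking Arfgap1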
#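 Material: rat Arfgap1 GAP domain (His6, aa 1-136), purified enzyme. Also added: human ARF1(Δ1-17)-GTP substrate. Compound dosing: 16.5 µM single point, 1.26% DMSO. Timing: enzyme reaction 120 min at 25 °C after 20 min preincubation. Signal: GDP detection by fluorescence polarization. Read-out basis: percent inhibition of GAP-stimulated GDP formation, scaled between DMSO and no-Arfgap1 medians.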
# UHRF1 binding – UHRF1 methylated DNA binding inhibitors, primary screen, counter-screen for MBD2 inhibitor project, biochemical, TR-FRET, human UHRF1, single concentration; UHRF1 binding to methylated oligo; inhibition, % at 4.4 µM; 370,000 compounds, 0.75% hits; E3 ubiquitin-protein ligase UHRF1 (Homo sapiens), Q96T88; in the data active = inhibition above about 21%;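 note: UHRF1 SRA domain binding a hemimethylated CpG hairpin DNA probe; 0% = median of test compound wells and 100% = reference inhibitor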
# NR1D1 modulator – modulators of Rev-erb alpha DNA binding, primary screen, biochemical, FITC-DNA, fluorescence polarization, uHTS; AID 1259318, 2017; activity, % at 10 µM; Nuclear receptor subfamily 1 group D member 1 (Homo sapiens), P20393; Rev-erbα–FITC-DNA binding, 90 min; 370,000 compounds, 0.79% hits;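 active = activity above about 14%, limit read from the data; passing the limit was not always enough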;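 note: 0% = DMSO wells with 35 nM protein and 100% = DMSO wells with 750 nM protein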
# * hit, by the source's call; . = not tested or not shown.
SMILES,DDE Tn7 FP inh,PLCb3 inh,DDE Tn6 FP inh,proKLK7 act,ASAP1 inh,PLCg1 inh,HGIII-sPLA2 inh,ARFGAP1 inhibitor,UHRF1 binding,NR1D1 modulator
Cc1ccc2oc(=O)c3cc(C(=O)NCCCN4CCCCCC4)sc3c2c1,7,-58,8,-4.7,7,-25,2,1,-10,-15
N#Cc1cccc(C(Br)S(=O)(=O)c2ccccc2)c1 (stereo not given),2,-2,-4,-0.4,9,0,12,-9,3,-1
COc1ccccc1NC(=O)c1ccc(NC(=O)CSc2ncn[nH]2)cc1,0,-3,-4,0.8,10,1,5,3,1,5
COc1ccc(OC2C(=O)N(c3ccc(F)cc3)C2c2ccc(OC)c(OC)c2)cc1 (stereo not given),10,4,4,0.0,1,1,1,2,-7,1
Cc1ccc(C)c(OCc2cc(C(=O)N3CCN(c4ccccc4)CC3)no2)c1,5,-13,-6,-0.1,-3,-9,-3,12,3,1
Cc1ccc(C2(C)NC(=O)N(CC(=O)N3CCc4ccccc43)C2=O)cc1 (stereo not given),-1,7,-6,-0.2,8,2,-7,8,1,3
CCOC(=O)CSc1nc2ccccc2n2c(C)nnc12,6,-6,-5,0.0,-12,-1,7,3,-2,-3
N#CC1C(=O)NC(=O)C(C#N)C12CCCc1sccc12 (stereo not given),0,-5,4,0.7,-1,-4,5,-11,-1,0
O=S(=O)(Nc1cccnc1)c1ccc(Br)c2ccccc12,-4,-8,3,-0.8,6,2,-16,1,1,5
CCc1nc(SCC(=O)NCC2CCCO2)c2c(=O)n(C)c(=O)n(C)c2n1 (stereo not given),1,-4,7,0.1,-6,-7,10,-3,2,-7
CCOC(=O)c1cnn(-c2ccccc2)c1NC(=O)CCl,-9,2,2,0.2,-4,-2,3,20,-2,-5
COc1ccccc1NC(=S)NC(=O)Cc1ccc(Cl)cc1,-1,1,2,0.5,2,4,-5,-1,-2,0
CCC1CCCCN1CCCNC(=O)c1ccc2nc(N3CCC(C)CC3)sc2c1 (stereo not given),-11,-6,-6,0.1,21,1,-5,-5,2,-3
Cc1ccc(Cn2cnc3c(nnn3Cc3ccc(Cl)cc3)c2=O)cc1,9,0,-10,-0.2,0,-4,8,-4,3,-1
COc1ccc(CN(C)C(=O)c2cc(-c3ccccc3)nc3ccc(C)cc23)c(OC)c1OC,-4,-5,-8,0.4,17,-1,-16,5,-2,-2
CCCCCCCCN1CN2Cc3cc(F)ccc3C2CS1(=O)=O (stereo not given),-10,-2,2,0.3,.,-3,7,.,0,1
Cc1c(NS(=O)(=O)c2cccc(C(=O)Nc3cccc(F)c3)c2)c(=O)n(-c2ccccc2)n1C,-5,1,-3,0.8,9,3,-38,-8,3,-6
Cc1ccc(CNC(=O)CCC2CCCN(C(=O)CCC(F)(F)F)C2)o1 (stereo not given),-3,-2,-11,0.1,-1,6,5,-6,7,-1
O=[N+]([O-])c1ccccc1/C=C/c1ccc2ccccc2n1,5,-5,-5,0.7,-7,5,-8,5,-3,8
NS(=O)(=O)c1ccc(NC(=S)NCc2ccc(F)cc2)cc1,-4,3,0,0.2,2,0,-6,4,0,-1

# No new results follow: four of the compounds above.
SMILES,DDE Tn7 FP inh,PLCb3 inh,DDE Tn6 FP inh,proKLK7 act,ASAP1 inh,PLCg1 inh,HGIII-sPLA2 inh,ARFGAP1 inhibitor,UHRF1 binding,NR1D1 modulator
CCOC(=O)c1cnn(-c2ccccc2)c1NC(=O)CCl,-9,2,2,0.2,-4,-2,3,20,-2,-5
COc1ccccc1NC(=S)NC(=O)Cc1ccc(Cl)cc1,-1,1,2,0.5,2,4,-5,-1,-2,0
CCC1CCCCN1CCCNC(=O)c1ccc2nc(N3CCC(C)CC3)sc2c1 (stereo not given),-11,-6,-6,0.1,21,1,-5,-5,2,-3
Cc1ccc(Cn2cnc3c(nnn3Cc3ccc(Cl)cc3)c2=O)cc1,9,0,-10,-0.2,0,-4,8,-4,3,-1

# Continuation.
SMILES,DDE Tn7 FP inh,PLCb3 inh,DDE Tn6 FP inh,proKLK7 act,ASAP1 inh,PLCg1 inh,HGIII-sPLA2 inh,ARFGAP1 inhibitor,UHRF1 binding,NR1D1 modulator
CCc1c(C(=O)Nc2ccccc2)c(C)[nH]c(=S)c1C#N,-3,-16,-9,-0.2,8,-15,6,4,0,-4
O=C(N/N=C/c1ccccn1)c1cc(-c2ccc(Br)s2)[nH]n1,8,-4,0,-0.2,6,7,-3,13,-6,-4
CCCN1CCN(CCCNC(=O)CCn2nc(-c3ccccc3)ccc2=O)CC1,-4,-10,1,-0.2,-7,2,5,0,2,-5
Cc1ccc(C)c(Nc2nc3ccccc3n3cnnc23)c1,-1,-40,2,2.0,-12,-27,-2,-10,-2,-3
COc1ccc(C(=O)c2[nH]c(N)c(C(=O)c3ccccc3)c2-c2ccc(OC)c(OC)c2)cc1,-5,-5,-3,.,.,-5,9,.,0,0
Cc1cccc(S(=O)(=O)Nc2nc3ccccc3nc2Nc2cccc(C(=O)O)c2)c1,7,-23,5,0.0,-14,-9,-10,-19,-1,-4
CCCCNC(=O)CSc1nc2cc3c(cc2c(=O)n1CCC(=O)NCCc1ccc(OC)c(OC)c1)OCO3,-3,-2,-3,-0.2,11,7,14,13,6,-3
COCCNC(=O)C1CCCN(Cc2ccccc2)CC1 (stereo not given),-2,0,-6,0.5,10,-1,12,7,2,-4
N/C(=N\OC(=O)COc1ccc(Br)cc1)c1cccnc1,0,1,-4,0.1,-7,1,0,-9,9,2
COc1cc(OC)c2c(C)cc(=O)oc2c1C(CCN1CCOCC1)c1ccc(N(C)C)cc1 (stereo not given),1,-10,-3,1.3,13,-6,-6,0,0,2
Cc1nc2ccccc2nc1NS(=O)(=O)c1ccc(N)cc1,-8,-55,-6,1.1,2,-33,5,5,-2,2
CC(C(=O)NC1CCCCC1)N(Cc1ccccc1)C(=O)c1snc(C(N)=O)c1N (stereo not given),-5,-71,7,1.0,9,-42,2,9,2,5
O=C(O)/C=C/c1cccc(NC(=O)Nc2ccc([N+](=O)[O-])cc2)c1,-4,-3,-17,0.2,2,1,-9,21,1,7
Cc1c2cnn(CC(=O)NCCCN3CC(C)CC(C)C3)c(=O)c2c(C)n1Cc1ccc(Cl)cc1 (stereo not given),1,-4,-2,0.4,-12,1,-3,-3,1,-4
O=c1[nH]c(=S)n(-c2cccc(Cl)c2)c(O)c1/C=N/N1CCOCC1,-5,-26,-9,-0.1,6,-17,-9,8,-1,-1
O=C(CNc1ccccc1F)Nc1cccc(S(=O)(=O)N2CCCCC2)c1,-1,3,-7,-0.1,-7,5,-9,-9,5,-6
CCOC(=O)C1=C(C)c2ccccc2N(S(=O)(=O)C(F)(F)F)C1C(=O)OCC (stereo not given),-11,4,-6,-0.5,2,6,6,-1,1,6
O=C(NCc1ccccn1)c1cn(CCc2ccccc2)nn1,-4,3,2,0.0,7,-1,8,9,-2,-2
COc1ccc(CCNC(=O)COC(=O)/C=C/c2cccs2)cc1OC,7,-7,0,-0.2,-11,1,2,3,0,-5
O=C(Nc1ccc(Cc2ccc(NC(=O)Nc3cccnc3)cc2)cc1)Nc1cccnc1,-4,-1,0,0.7,14,3,0,-2,1,-11
COc1ccccc1OCC(=O)N/N=C(\C)c1ccc2ccccc2c1,-4,-3,8,-2.0,-1,1,-2,2,0,0
CC(C)CNc1ncnc2c1cnn2Cc1ccccc1Cl,1,-2,-4,0.2,-8,2,-3,8,-5,7
Cc1cc(=O)oc2cc(OCC(=O)Nc3cccc(S(=O)(=O)N(C)C)c3)ccc12,4,-2,2,-0.5,-6,0,5,-1,2,18
C=CCN(C(=O)CNC(=O)c1ccco1)C(C(=O)NC1CCCCC1)c1ccccc1 (stereo not given),3,0,5,-0.8,5,5,-3,-7,-1,-6
COc1ccc(CCNC(=O)C2CCCN(S(=O)(=O)c3cnc[nH]3)C2)cc1OC (stereo not given),6,-2,3,-0.1,-1,1,10,6,1,-4
COc1ccc(OC)c(NC(=O)NCc2ccc(F)cc2)c1,5,-6,-5,-0.1,0,-4,1,0,0,-2
CN(CC(=O)Nc1ccc(Cl)cc1)C(=O)c1cccc(S(=O)(=O)NCc2ccccc2)c1,-4,-6,1,-0.1,-6,0,-46,17,1,6
Cc1cccc(Cc2nnc(CCC(=O)NCc3ccncc3C)o2)c1,-3,-7,6,0.2,-7,-1,5,-11,3,-1
Cc1onc(-c2ccccc2)c1C(=O)N1CCCC(C)(C(=O)NS(=O)(=O)C2CC2)C1 (stereo not given),1,0,-1,-0.3,7,5,0,2,0,0
Cc1ccccc1NC(=O)Cn1nc(-c2ccc(Cl)s2)ccc1=O,-1,-25,1,-0.9,-10,-14,0,1,0,0
CC(=O)c1ccc(OC2(C)CCN(Cc3ccc4c(c3)OCCO4)C2)cc1 (stereo not given),-3,1,-7,0.0,-6,-1,0,-1,1,-5
CCC(=O)Nc1c(-c2ccccc2Cl)c(=O)c2ccccc2n1CC,7,-6,1,-0.3,4,0,1,-1,0,4
CSc1ccccc1C(=O)C1CCCN(C(=O)CCN2CCCO2)C1 (stereo not given),6,-2,4,-0.1,-4,0,6,-6,2,-4
CC(C)C(=O)Nc1cccc(C(=O)Nc2cc([N+](=O)[O-])ccc2F)c1,5,2,0,-0.5,-7,2,5,10,0,-3
Cc1cc(=O)oc2cc(OCC(=O)NCCCn3ccnc3)ccc12,-1,-15,5,0.9,-5,-5,1,-6,-2,4
O=C(NCCNC(=O)c1ccc(Cl)cc1Cl)c1ccco1,-1,-1,1,0.5,0,0,0,7,-1,5
Cc1cc(O)c(C=Nc2ccc(Cl)cn2)c(=O)o1,-4,-11,-3,1.2,-12,-9,-5,-4,-6,7
CC(C)(C)c1cc(CCC(=O)Nc2ccncc2)cc(C(C)(C)C)c1O,4,-2,0,0.1,-9,1,-5,1,-1,-1
